ARNT TACC3 PPI: ARNT/TACC3 interaction disruption | 390,000 compounds, 0.66% hits | inhibition, % at 9.99 µM | Q9Y6A5 | AlphaScreen His-ARNT PAS-B/GST-TACC3 binding, luminescence; TACC3 fragment carries E629A point mutation;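 active = mean inhibition of replicates at least 50% and at least half of replicates each reaching 50%; inconclusive = half or more replicates reach 50% but mean below 50%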;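 also: 0% = complete ARNT plus TACC3 wells and 100% = ARNT alone without TACC3; many hits fall short of the cut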
EWS-Fli inh: EWS/Fli transcriptional activity inhibition; A673 NR0B1-luciferase reporter, viability-normalised; inhibition, % at 12.6 µM; 350,000 compounds, 0.67% hits; AID 651661;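 active = mean inhibition of at least 50% after viability correction, with every replicate also passing that limit; inconclusive = mean reaches 50% but only one of two replicates passes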;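 also: firefly luciferase signal divided by Alamar Blue viability fluorescence both relative to DMSO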
Casp6 inh: inhibitors of human caspase-6; AID 686996; P55212; 350,000 compounds, 0.53% hits; purified caspase-6, Z-VEID-R110 cleavage fluorescence; inhibition, % at 12.5 µM;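 active = mean inhibition across replicates at least about 35%, with every replicate also reaching that limit, limit read from the data; inconclusive = only one of the two criteria met; inactive = neither criterion met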;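 also: 0% = median of neutral control wells and 100% = no fluorescence left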
Target sequence (P55212 24-179 limits assumed): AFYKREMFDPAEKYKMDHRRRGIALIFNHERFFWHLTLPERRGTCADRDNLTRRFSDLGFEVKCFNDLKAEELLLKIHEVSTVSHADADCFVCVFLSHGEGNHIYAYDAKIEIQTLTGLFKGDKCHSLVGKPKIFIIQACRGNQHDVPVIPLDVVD
Target sequence (P55212 194-293 limits assumed): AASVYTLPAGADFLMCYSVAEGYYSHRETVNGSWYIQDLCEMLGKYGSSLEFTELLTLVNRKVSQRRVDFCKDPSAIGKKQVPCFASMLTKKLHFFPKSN
DENV2 CPE: protects cells from dengue virus 2 cytopathic effect | CPE inhibition, % at 9.99 µM | DENV2-infected cells, cytopathic effect rescue, plate reader | 350,000 compounds, 1.7% hits; in the data active = CPE inhibition above about 20%, passing the limit was not always enough; inconclusive = no clear call, values can overlap the other calls; tested in BHK-21 cells;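 also: 0% = median of neutral control wells and 100% = median of positive control wells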
SIRT5 inh: blocks human SIRT5 desuccinylation of peptide. 330,000 compounds, 1.1% hits. Q9NXA8. inhibition, % at 15 µM. Purified SirT5, succinyl-peptide AMC, trypsin-coupled fluorescence. AID 652115; in the data active = inhibition above about 15%; inconclusive = no clear call, values can overlap the other calls
Target sequence (Q9NXA8 whole entry, looked up): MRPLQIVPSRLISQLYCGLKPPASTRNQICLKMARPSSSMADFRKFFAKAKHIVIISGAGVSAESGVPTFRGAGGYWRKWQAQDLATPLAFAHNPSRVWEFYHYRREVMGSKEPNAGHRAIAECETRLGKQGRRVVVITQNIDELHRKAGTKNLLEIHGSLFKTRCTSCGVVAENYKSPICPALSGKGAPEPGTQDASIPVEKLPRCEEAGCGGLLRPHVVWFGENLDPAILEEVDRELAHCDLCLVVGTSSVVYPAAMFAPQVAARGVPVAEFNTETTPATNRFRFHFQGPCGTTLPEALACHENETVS
PAX8 inh HTS: lowers PAX8-driven luciferase in RMG-I cells | RMG-I TPO-luciferase reporter, SteadyGlo, 24 h | inhibition, % at 12.6 µM | 360,000 compounds, 1.2% hits;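 active = mean replicate inhibition at least 60% with every replicate also reaching 60%; inconclusive = only one of the two criteria is met; inactive = mean below 60% and not all replicates reaching 60%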;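 also: luciferase light reporting Pax8 driven TPO promoter activity; plate controls were median of neutral control wells for no effect and mitoxantrone controls for full effect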
LGR2 antag: Drosophila LGR2 receptor signaling inhibition. inhibition, % at 9.99 µM. AID 720647. HEK293 LGR2, CRE-luciferase, bursicon-stimulated, 4 h. 380,000 compounds, 0.35% hits;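 active = drop in luminescence signal, shown as inhibition above about 50% in the replicate tests, limit read from the data, passing the limit was not always enough; inconclusive = probably only some replicates passing the limit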;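 also: agonist challenge used bursicon conditioned medium at about half maximal strength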
Active calls of the source: *; ? = inconclusive; / = no result given.

1) CC(C)NC(=O)N1CCCCN2[C@H](CO)[C@H](c3ccc(C#Cc4ccccc4)cc3)[C@@H]2C1
2) C=CCn1c(SCC(=O)C(C)(C)C)nnc1-c1ccccn1
3) O=C(COc1cccnc1[N+](=O)[O-])Nc1ccc2c(c1)OC(F)(F)O2
4) COc1ccc(C(C(=O)NC2CCCCC2)N(C(=O)c2ccccn2)c2cccnc2)cc1 (stereo unspecified)
5) CC1(C)CCC(=O)N2CC[C@H]3c4cc5ccccc5nc4C[C@@H]1[C@H]32
6) CCOC(=O)C1(Cc2ccccc2)CCN(Cc2cnn(-c3ccccc3)c2)CC1
7) Cc1ccc(OCc2nc(-c3ccccn3)no2)cc1
8) CCC(=O)N1CCN(c2ccc(NC(=O)COc3ccccc3[N+](=O)[O-])cc2)CC1

screen / no.	1	2	3	4	5	6	7	8
ARNT TACC3 PPI	6	14	-7	-10	-15	6	6	2
EWS-Fli inh	-4	/	-5	1	-9	8	-10	-25
Casp6 inh	2	-2	3	0	4	1	1	0
DENV2 CPE	-10	/	14	/	17	/	7	-1
SIRT5 inh	7	-1	1	-8	-1	-7	16*	2
PAX8 inh HTS	10	/	-2	-19	-4	9	/	18
LGR2 antag	-2	-3	-2	11	-9	-2	-26	19

Ordered by SMILES length (descending): part of the list above
4) COc1ccc(C(C(=O)NC2CCCCC2)N(C(=O)c2ccccn2)c2cccnc2)cc1 (stereo unspecified)
3) O=C(COc1cccnc1[N+](=O)[O-])Nc1ccc2c(c1)OC(F)(F)O2
2) C=CCn1c(SCC(=O)C(C)(C)C)nnc1-c1ccccn1
7) Cc1ccc(OCc2nc(-c3ccccn3)no2)cc1

screen / no.	4	3	2	7
ARNT TACC3 PPI	-10	-7	14	6
EWS-Fli inh	1	-5	/	-10
Casp6 inh	0	3	-2	1
DENV2 CPE	/	14	/	7
SIRT5 inh	-8	1	-1	16*
PAX8 inh HTS	-19	-2	/	/
LGR2 antag	11	-2	-3	-26

Next section:
9) CC1=CC(=C(C#N)c2nc3ccccc3s2)C=C(C)N1CC1CCCO1 (stereo unspecified)
10) CCCCN1C=C(C(=O)OC)C(c2ccccc2Cl)C(C(=O)OC)=C1
11) C[C@@H]1CN([C@H](C)CO)C(=O)c2cc(-c3ccc(C#N)cc3)cnc2O[C@@H]1CN(C)C(=O)CC1CC1
12) N#C/C(=C/c1ccc(N2CCOCC2)o1)C(=O)N1CCOCC1
13) C/C(=N/NC(=O)c1ccoc1C)c1ccc(NC(=O)c2ccncc2)cc1
14) COc1ccc(S(=O)(=O)N[C@@H]2CC[C@H](CC(=O)N3CCc4ccccc4C3)O[C@@H]2CO)cc1
15) CC(=O)N(c1ccccc1)c1nnc(-c2cnc(C)cn2)s1
16) COc1ccc(S(=O)(=O)Nc2ccc3c(c2)[C@H]2C[C@H](CC(=O)NCC4CC4)O[C@H](CO)[C@H]2O3)cc1

screen / no.	9	10	11	12	13	14	15	16
ARNT TACC3 PPI	-7	/	-3	-1	-6	0	-8	-4
EWS-Fli inh	-46	-2	-3	3	-10	-2	-41	-11
Casp6 inh	6	-5	-2	5	0	-2	-1	1
DENV2 CPE	-7	-2	18	4	-1	0	-1	19
SIRT5 inh	-3	-5	-8	7	/	1	-2	-1
PAX8 inh HTS	-10	7	/	-10	12	11	-89	-5
LGR2 antag	-32	3	-28	-12	-13	10	-43	-3

17) Cc1ccc(C(=O)NC(=S)Nc2nc(-c3cccc([N+](=O)[O-])c3)cs2)c(Cl)c1
18) CC(C)(C)OC(=O)CNC(=O)c1nc[nH]c1C(=O)NCc1ccc(CNC(=O)OC(C)(C)C)cc1
19) Cc1ccc(COc2ccsc2C(=O)NNC(N)=S)cc1
20) CC(=O)Nc1cc(-c2nn3c(C)nnc3s2)ccc1C
21) NNc1nc2cc3c(cc2s1)OCCO3
22) COc1ccc2c3c([nH]c2c1)[C@@H](CO)N(S(C)(=O)=O)CC31CCN(CC2CC2)CC1
23) Cc1ccc(-n2ncc(C(=O)N3CCN(C(=O)c4ccco4)CC3)c2C2CCN(C(=O)OC(C)(C)C)CC2)cc1C
24) Cc1cccc(NC(=O)C(Cc2ccccc2)n2cccc2)c1 (stereo unspecified)

screen / no.	17	18	19	20	21	22	23	24
ARNT TACC3 PPI	15	0	/	/	10	/	-3	8
EWS-Fli inh	1	13	10	2	-60	-15	/	-1
Casp6 inh	-1	3	-1	0	7	-10	1	1
DENV2 CPE	6	-11	-4	-5	4	-8	-6	-1
SIRT5 inh	-3	-3	-2	/	-2	-2	1	0
PAX8 inh HTS	10	4	3	-29	-44	-5	14	8
LGR2 antag	7	12	23	-18	5	-3	-12	0

25) Cc1nnc(N/N=C/c2c[nH]c3ccccc23)[nH]c1=O
26) CC=Cc1ccc2n(c1=O)C[C@@H]1[C@@H](CO)[C@H](C(=O)NCCC)N(CCC(F)(F)F)[C@H]21 (mixture of isomers)
27) Cc1ccc(S(=O)(=O)Nc2cc(C)on2)cc1
28) CNC(=S)NNC(=O)c1cccs1
29) Cn1c(N)c(C(=O)COC(=O)Cc2ccccc2F)c(=O)n(C)c1=O
30) CCc1nc2sc(C(=O)O)c(N)c2c2c1CCCC2
31) C[C@@H]1CCCCO[C@H](CN(C)C(=O)Nc2ccccc2)[C@H](C)CN([C@@H](C)CO)C(=O)c2cc(NC(=O)CCCN(C)C)ccc2O1
32) CC(=O)C1=C(O)C(=O)N(c2ccc(S(=O)(=O)Nc3nccs3)cc2)C1c1ccc(F)cc1 (stereo unspecified)

screen / no.	25	26	27	28	29	30	31	32
ARNT TACC3 PPI	1	2	-6	-2	-1	-8	-3	0
EWS-Fli inh	22	6	2	5	-4	10	-6	0
Casp6 inh	0	-2	0	-1	-2	-3	0	7
DENV2 CPE	0	7	-1	11	-1	-5	-4	-2
SIRT5 inh	7	1	-15	0	-6	-5	-4	4
PAX8 inh HTS	31	-6	6	4	/	-8	20	-9
LGR2 antag	9	-8	-10	-6	1	-4	18	8

33) COc1ccc(NC(=O)CCNS(=O)(=O)c2cccc(C(C)=O)c2)cc1S(N)(=O)=O
34) O=C1NC(=NCc2ccccc2)S/C1=C/c1ccc(O)cc1
35) NC(=O)CCN1CCN(Cc2nc(C(c3ccccc3)c3ccccc3)no2)CC1
36) C[C@H]1CCCCO[C@H](CN(C)Cc2ccccc2)[C@@H](C)CN([C@@H](C)CO)C(=O)c2cc(NS(=O)(=O)c3cn(C)cn3)ccc2O1
37) COC(=O)[C@@H]1C[C@@]2(O)[C@H](O)[C@H](O)[C@H](O)C[C@H]2N1Cc1cc(OC)cc(OC)c1
38) O=C(c1ccccc1)c1ccc2cc(O)ccc2c1
39) O=C(C[C@@H]1C[C@H]2c3cc(NC(=O)c4cccnc4)ccc3O[C@H]2[C@H](CO)O1)NC1CCCCC1
40) CCc1nnc(NC(=O)CSc2ncnc3c2oc2ccccc23)s1

screen / no.	33	34	35	36	37	38	39	40
ARNT TACC3 PPI	-6	0	-9	-26	4	11	4	19
EWS-Fli inh	1	/	9	4	2	-35	2	8
Casp6 inh	18	/	-3	-1	-2	2	10	0
DENV2 CPE	19	/	-5	2	-2	10	0	8
SIRT5 inh	-2	/	3	8	/	1	0	-4
PAX8 inh HTS	3	28	-1	-8	-1	-92	-5	-4
LGR2 antag	1	9	-6	-6	-1	-41	11	-9

41) C[C@H](O)C#Cc1ccc([C@H]2[C@@H](CO)N3CCCCN(CC4CC4)C[C@H]23)cc1
42) CCOc1ccc(CNC(=O)C2Cc3cc(S(=O)(=O)N4CCCCC4)ccc3N2C(C)=O)cc1 (stereo unspecified)
43) CCCC(O)C#Cc1cnc2c(c1)C(=O)N([C@H](C)CO)C[C@H](C)[C@H](CN(C)S(=O)(=O)c1ccc(C)cc1)O2 (stereo partly specified)
44) COc1ccc(NC(=O)CN(C)C2CCCCC2)cc1Cl
45) OCCC1CN(Cc2cccc3c2OCO3)CCN1C1CCCCC1 (stereo unspecified)
46) O=C(Nc1ccc(F)c([N+](=O)[O-])c1)C(=O)c1c(O)[nH]c2ccccc12
47) CN(C)CC#Cc1ccc([C@@H]2[C@@H](CO)N3CCCCN(C(=O)NC4CCCC4)C[C@@H]23)cc1
48) COC(=O)c1ccsc1NC(=O)c1ccc(Cl)s1

screen / no.	41	42	43	44	45	46	47	48
ARNT TACC3 PPI	/	-2	-4	0	/	0	1	-13
EWS-Fli inh	-11	-4	7	-6	4	19	-13	-69
Casp6 inh	4	1	-5	-2	1	3	0	0
DENV2 CPE	23*	5	-6	11	-5	-2	6	-1
SIRT5 inh	-3	-3	2	-4	-5	0	-1	/
PAX8 inh HTS	1	-3	38	4	3	42	-1	14
LGR2 antag	-19	5	14	-11	-4	28	5	2

Compound profiles (already shown). Order of values: ARNT TACC3 PPI, EWS-Fli inh, Casp6 inh, DENV2 CPE, SIRT5 inh, PAX8 inh HTS, LGR2 antag
COC(=O)c1ccsc1NC(=O)c1ccc(Cl)s1 reads -13, -69, 0, -1, /, 14, 2
O=C(Nc1ccc(F)c([N+](=O)[O-])c1)C(=O)c1c(O)[nH]c2ccccc12 reads 0, 19, 3, -2, 0, 42, 28
C[C@H](O)C#Cc1ccc([C@H]2[C@@H](CO)N3CCCCN(CC4CC4)C[C@H]23)cc1 reads /, -11, 4, 23*, -3, 1, -19
COc1ccc(NC(=O)CN(C)C2CCCCC2)cc1Cl reads 0, -6, -2, 11, -4, 4, -11
CCCC(O)C#Cc1cnc2c(c1)C(=O)N([C@H](C)CO)C[C@H](C)[C@H](CN(C)S(=O)(=O)c1ccc(C)cc1)O2 (stereo partly specified) reads -4, 7, -5, -6, 2, 38, 14

Going on with the list.
49) O=C(CC(n1cncn1)C(Cl)(Cl)Cl)c1ccc([N+](=O)[O-])cc1 (stereo unspecified)
50) O=C(c1ccc(Cl)cc1Cl)N1CCc2ccccc21
51) O=C(COC(=O)CCS(=O)(=O)c1ccc(F)cc1)NC1CCCCC1
52) COc1ccc(CCNC(=O)Nc2ccc3c(c2)c(=O)n(C)n3Cc2ccc(F)cc2)cc1OC
53) O=C(NCC[C@H]1CC[C@H](NS(=O)(=O)c2ccc(Cl)cc2)[C@H](CO)O1)c1ccc2c(c1)OCO2
54) COc1ccc(-c2cnc3c(c2)C(=O)N([C@@H](C)CO)C[C@H](C)[C@@H](CN(C)C(=O)Cc2ccccc2)O3)cc1
55) c1ccc(-c2cc3ccccc3cn2)cc1
56) COc1cccc(NC(=O)N2CCN(S(C)(=O)=O)CC2)c1

screen / no.	49	50	51	52	53	54	55	56
ARNT TACC3 PPI	7	-6	-7	/	6	-4	-4	1
EWS-Fli inh	0	7	4	-3	/	-3	-92	-12
Casp6 inh	2	-1	-1	3	-5	4	2	-4
DENV2 CPE	0	-1	?	15	3	5	?	2
SIRT5 inh	7	-4	3	-14	0	?	-2	-3
PAX8 inh HTS	-17	-1	-10	5	/	-10	-213	0
LGR2 antag	-6	15	/	-23	0	1	-101	-2

57) COc1ccc(C)cc1NC(=O)c1cc2c(CO)cnc(C)c2oc1=N
58) C/C=C/c1cnc2c(c1)C(=O)N([C@@H](C)CO)C[C@H](C)[C@H](CN(C)C(=O)NC1CCCC1)O2
59) CCCCCCCCN1[C@@H](CC(C)=O)c2cc(C(F)(F)F)ccc2S1(=O)=O
60) CCOc1ccccc1OCCC(=O)Nc1ccc(F)c(Cl)c1

screen / no.	57	58	59	60
ARNT TACC3 PPI	-9	-7	-22	-22
EWS-Fli inh	-3	-22	3	-4
Casp6 inh	1	-3	-1	-5
DENV2 CPE	3	-2	?	?
SIRT5 inh	/	1	/	-8
PAX8 inh HTS	-2	/	-4	0
LGR2 antag	2	1	-2	/
